# Pol III holo inh: qHTS Assay for Inhibitors of DNA Polymerase III Holoenzyme System | reconstituted DNA polymerase III holoenzyme replication, biochemical | Potency, µM (doses to about 57.1 µM), for the others: at the highest dose activity change, negative = inhibition | 71,000 tested, 0.25% active | AID 603, 2007; also: potency is read from the fitted curve at half-maximal effect; % is scaled to controls: 0 for no effect and ±100 for the full control effect
#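 Reconstituted *E. coli* holoenzyme (0.35 nM Pol III, 1 nM beta, 154 nM SSB, 2 nM primase) was preincubated with compound for 15 min at RT. Synthesis on 1.4 nM ssM13Gori ran 35 min, then was stopped with PicoGreen/EDTA and read as dsDNA fluorescence.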
# HBB splice mod: qHTS Assay for Modulators of Hemoglobin Beta Chain Splicing; HBB splicing reporter cell assay, activation; EGFP reporter with mutant IVS2-654 intron; response scale: normalised to 500 nM splice-correcting PNA; Potency, µM (doses to about 46.1 µM), without a hit: top-dose activation, most hits filed as activators; 65,000 tested, 0.06% active; also: potency is read from the fitted curve at half-maximal effect; 0% is about no effect
#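 HeLa cells stably expressing EGFP interrupted by mutant beta-globin intron 2 (IVS2-654), 500/well in 2% FCS. Treated with compound for 2 days at 37C. Splicing correction scored as total well GFP intensity (488 nm excitation, 500-520 nm emission); 500 nM antisense PNA served as control.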
# ERK AVP inh: qHTS Assay for Inhibitors of the ERK Signaling Pathway using a Homogeneous Screening Assay; Potency, µM (titrated, usually from 57.5 µM), without a hit: at the top dose activity, negative = inhibition, actives largely listed as inhibitors; AID 995, 2007; HEK293-V1b, vasopressin-stimulated pERK AlphaScreen; 72,000 tested, 0.99% active; also: potency is read from the fitted curve at half-maximal effect; % is scaled to controls: 0 for no effect and ±100 for the full control effect; nearly all actives have a fitted effect of over 55% in size
#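 HEK293 cells stably expressing V1b receptor, seeded overnight in 1% FBS, were treated with compounds for 30 min at 37C, then stimulated 5 min with 25 nM vasopressin; phospho-ERK read by AlphaScreen SureFire after lysis.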
# HADH2 inhib: qHTS Assay for Inhibitors of HADH2 (Hydroxyacyl-Coenzyme A Dehydrogenase, Type II); 73,000 tested, 3.4% active; recombinant HADH2, NADH fluorescence, beta-hydroxybutyryl-CoA; AID 886, 2007; 3-hydroxyacyl-CoA dehydrogenase type-2 (Homo sapiens), Q99714; Potency, µM (doses to about 57.1 µM), for the others: at the top dose activity change, negative = inhibition, usual class: inhibitors; also: potency is read from the fitted curve at half-maximal effect; % is scaled to controls: 0 for no effect and ±100 for the full control effect; nearly all actives have a fitted effect of over 60% in size; many of its hits are not listed in these tables
# Target sequence (Q99714 whole entry, looked up, one chain of several): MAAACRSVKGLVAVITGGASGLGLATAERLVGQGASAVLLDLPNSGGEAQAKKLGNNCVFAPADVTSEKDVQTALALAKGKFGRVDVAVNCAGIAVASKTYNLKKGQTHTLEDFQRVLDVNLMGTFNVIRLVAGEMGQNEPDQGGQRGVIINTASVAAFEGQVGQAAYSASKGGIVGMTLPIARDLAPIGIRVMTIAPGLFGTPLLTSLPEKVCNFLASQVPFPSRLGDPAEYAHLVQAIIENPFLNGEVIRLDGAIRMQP
#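 E. coli-expressed His-tagged HADH2 tested at 20 nM in alkaline Tris buffer (pH 9.0); oxidation of 90 uM beta-hydroxybutyryl-CoA with 1 mM NAD+ tracked fluorimetrically for 4 min.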
# Hsp90 Hop PPI: qHTS Assay for Disrupters of an Hsp90 Co-Chaperone Interaction; Hsp90 C-terminal peptide / TPR2A (Hop) interaction, human; AlphaScreen TPR2A-His6 binding biotin-Hsp90 C-terminal peptide; Potency, µM (top dose mostly 57 µM), inactives show at the highest dose activity change, negative = inhibition; 71,000 tested, 0.44% active; AID 595, 2007; active = well fitted curve in either direction with a large enough effect; inconclusive = small, poorly fitted or top-dose-only effect, or another doubt; also: potency is read from the fitted curve at half-maximal effect; % is scaled to controls: 0 for no effect and ±100 for the full control effect; many of its hits are not listed in these tables
# Tau filament bind: qHTS Assay for Tau Filament Binding | recombinant tau filaments, thioflavin S fluorescence, 15 h; filaments grown with octadecylsulfate alongside compound | Potency, µM (top dose mostly 57.1 µM), for inactives: at the top dose activity change, negative = inhibition | 71,000 tested, 2% active | AID 596, 2007;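 also: potency is read from the fitted curve at half-maximal effect; % is scaled to controls: 0 for no effect and ±100 for the full control effect; actives lower thioflavin S fluorescence by blocking filaments or displacing dye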
# Target sequence (P10636 whole entry, looked up): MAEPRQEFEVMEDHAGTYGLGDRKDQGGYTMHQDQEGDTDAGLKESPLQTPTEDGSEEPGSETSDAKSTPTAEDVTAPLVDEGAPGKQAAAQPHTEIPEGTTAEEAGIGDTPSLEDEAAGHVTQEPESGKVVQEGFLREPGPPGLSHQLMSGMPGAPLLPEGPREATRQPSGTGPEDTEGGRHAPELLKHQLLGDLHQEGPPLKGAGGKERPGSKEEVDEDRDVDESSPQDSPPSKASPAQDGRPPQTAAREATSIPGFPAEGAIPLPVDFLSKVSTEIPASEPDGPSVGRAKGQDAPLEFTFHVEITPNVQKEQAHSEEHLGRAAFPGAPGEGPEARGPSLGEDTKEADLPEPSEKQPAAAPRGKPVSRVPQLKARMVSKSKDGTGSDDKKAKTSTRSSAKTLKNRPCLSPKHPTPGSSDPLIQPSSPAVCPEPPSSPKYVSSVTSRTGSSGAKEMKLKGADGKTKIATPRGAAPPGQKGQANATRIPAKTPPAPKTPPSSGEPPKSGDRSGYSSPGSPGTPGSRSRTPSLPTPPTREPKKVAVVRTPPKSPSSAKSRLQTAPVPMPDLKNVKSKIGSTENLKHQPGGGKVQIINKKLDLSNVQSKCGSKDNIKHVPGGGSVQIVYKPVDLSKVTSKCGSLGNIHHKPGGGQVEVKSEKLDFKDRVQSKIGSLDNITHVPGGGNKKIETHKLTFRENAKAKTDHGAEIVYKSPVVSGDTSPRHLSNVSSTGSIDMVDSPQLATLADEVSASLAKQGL
#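 His-tagged recombinant human tau (exons 2, 3, 10; 1 uM final) fibrillized with 30 uM sodium octadecylsulfate, 15 h at 37 C, in pH 7.4 HEPES buffer with 10 uM thioflavine S and 5 mM DTT. Reduced ThS fluorescence (450/510 nm) marks activity.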
# Rhodamine autofl: qHTS Assay for Spectroscopic Profiling in Rhodamine Spectral Region | Rhodamine-region fluorescence, 547/598 nm, Tris buffer; stronger effect = higher value | max dye-equivalent concentration, M | 59,000 tested, 0.05% active | AID 594, 2007; in the data active = max dye-equivalent concentration above about 11 nM; inconclusive = between about 1.1 nM and that limit
#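 Read-out is relative fluorescence at 547 nm excitation and 598 nm emission, expressed as dye-equivalent concentration using rhodamine standards on every plate. Each compound was profiled across a concentration series after 15 min in 100 mM Tris, pH 8.0.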
# CRE Fsk mod: Cell signaling CRE-BLA (Fsk stim). Potency, µM (doses to about 38.2 µM), for the others: at the top dose activity change, negative = inhibition, most hits filed as activators. CHO CRE-bla reporter (cAMP response element driving beta-lactamase), forskolin EC10, beta-lactamase ratio. 71,000 tested, 2.5% active; active = well fitted activation curve with a large enough effect in the signal ratio, with a control signal flat, not every such curve was filed as active; inconclusive = small, poorly fitted or top-dose-only effect, or effect the other way, or a change in a side signal; the % refers to the signal ratio; also: potency is read from the fitted curve at half-maximal effect; % of control where 0% means no effect
#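 Cells were plated overnight at 37 °C, exposed to compound titrations plus EC10 NKH 477 for 3 h, then given CCF4 dye for 2 h at room temperature. Blue/green (460/530 nm) ratio was converted to %Activity and AC50 values calculated.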
# Texas Red fluor: qHTS Assay for Spectroscopic Profiling in Texas Red Spectral Region; Compound fluorescence, Texas Red channel, 547/618 nm; stronger effect = higher value; max dye-equivalent concentration, M; 59,000 tested, 0.06% active; AID 587, 2007; in the data active = max dye-equivalent concentration above about 10 nM; inconclusive = between about 1.1 nM and that limit
#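 Compound titrations in 100 mM Tris pH 8.0 were incubated 15 min at room temperature and read at 547 nm excitation / 618 nm emission. Texas Red six-point standard curve on each plate converted fluorescence to dye-equivalent concentration.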
# 15-hLO inh: qHTS Assay for Inhibitors of 15-hLO (15-human lipoxygenase). Potency, µM (series often up to 57.1 µM), for inactives: at the top dose activity change, negative = inhibition, usual class: inhibitors. Polyunsaturated fatty acid lipoxygenase ALOX15 (Homo sapiens), P16050. purified 15hLO-1, xylenol orange hydroperoxide absorbance. 74,000 tested, 1.4% active. AID 887, 2007; also: potency is read from the fitted curve at half-maximal effect; % is scaled to controls: 0 for no effect and ±100 for the full control effect; nearly all actives have a fitted effect of over 55% in size
#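 Hydroperoxide formed from arachidonic acid (50 uM) by purified human 15hLO-1 (40 nM) oxidizes ferrous iron, and the ferric-xylenol orange complex is read at 573 versus 405 nm. Compounds were preincubated 15 min; reaction ran 6 min at room temperature.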
# Luciferase inh: qHTS Assay for Inhibitors of Firefly Luciferase. Luciferin 4-monooxygenase (Photinus pyralis), P08659. purified firefly luciferase, luminescence, 8 min. Potency, µM (series often up to 57.1 µM), inactives show at the highest dose activity change, negative = inhibition, most hits filed as inhibitors. 72,000 tested, 2.2% active; also: potency is read from the fitted curve at half-maximal effect; % is scaled to controls: 0 for no effect and ±100 for the full control effect; nearly all actives have a fitted effect of over 40% in size
#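 Luminescence read-out after 8 min at room temperature; enzyme reaction used luciferin plus 10 uM ATP (linear range) in imidazole buffer pH 7.2 with KCl, MgCl2, Tween 20 and BSA. Each sample was run as a titration.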
# Active calls of the source: *; i = inactive; ? = inconclusive; / = not tested or not shown; [ ] = remark or other dose. Unless noted, calls follow the shape of the dose curve; as a rule, active = well fitted curve in the direction sought with a large enough effect; inconclusive = small, poorly fitted or top-dose-only effect, or another doubt; inactive = no such curve, though single readings can be large; an effect the other way counts as inactive or inconclusive.
# Start of the data: the first 2 entries, ahead of the listing:
# Screens in order – Pol III holo inh	HBB splice mod	ERK AVP inh	HADH2 inhib	Hsp90 Hop PPI	Tau filament bind	Rhodamine autofl	CRE Fsk mod	Texas Red fluor	15-hLO inh	Luciferase inh
COC(=O)CCC/C=C1/SCC(NC(=O)c2ccccc2)C1O (stereo not given)
    0%	10%	-9%	-13%	-6%	-2%	i	-5%	i	-9%	3%
Cc1ccc2nsnc2c1S(=O)(=O)NCc1ccncc1
    -5%	-0.7%	-13%	-2%	-3%	0%	i	-1%	i	0%	4%

# Main list, repeating the preview:
# Screens in order – Pol III holo inh	HBB splice mod	ERK AVP inh	HADH2 inhib	Hsp90 Hop PPI	Tau filament bind	Rhodamine autofl	CRE Fsk mod	Texas Red fluor	15-hLO inh	Luciferase inh
COC(=O)CCC/C=C1/SCC(NC(=O)c2ccccc2)C1O (stereo not given)
    0%	10%	-9%	-13%	-6%	-2%	i	-5%	i	-9%	3%
Cc1ccc2nsnc2c1S(=O)(=O)NCc1ccncc1
    -5%	-0.7%	-13%	-2%	-3%	0%	i	-1%	i	0%	4%
O=c1c2ccccc2n(Cc2cccc(F)c2)c(=O)n1C1CCCC1
    1%	2.5%	22%	-3%	29%	-3%	i	-15%	i	-9%	-1%
CCOc1ccc2nc(NS(C)(=O)=O)sc2c1
    -2%	0.2%	-13%	?	-1%	16µM*	i	-9%	i	-12%	-15%
COC(=O)C1=C(C)N(c2cccc(C(C)=O)c2)C(=O)C1
    -3%	0.9%	-7%	-7%	-2%	-5%	i	-13%	i	6%	-1%
O=C(CCCC(=O)N(CC(=O)NC1CCCC1)Cc1ccc(F)cc1)Nc1ccccn1
    5%	-1.4%	4%	3%	0%	7%	i	-19%	i	11%	1%
Cc1ccnc2c(N3C(=O)C4C5C=CC(C5)C4(C)C3=O)cccc12 (stereo not given)
    -1%	-0.6%	-3%	-1%	-1%	-6%	/	2%	/	-1%	-2%
CC(=O)c1c(N2CCN(c3ccccc3)CC2)nc(=S)n(-c2ccccc2)c1C
    -3%	1.7%	6%	?	-8%	-2%	/	-8%	/	?	-1%
CCOC(=O)N1CCN(C(=O)C2CCC(C(=O)N3CCN(C(=O)OCC)CC3)CC2)CC1 (stereo not given)
    -5%	-0.8%	-8%	4%	0%	-6%	i	-4%	i	1%	1%
COc1ccc(N2CCN(Cc3nc(N)nc(Nc4ccccc4OC)n3)CC2)cc1
    -4%	1.9%[57.5 µM]	-19%	-1%	?	-4%	i	6%	?	16%	1%
COC(=O)Nc1ccc2c(c1)ncn2C1CCCCC1
    2%	-1.2%	-13%	19%	-1%	-6%	i	18%	i	2%	?
CCOc1cc(NC(=O)c2ccco2)c(OCC)cc1NC(=O)CCC(=O)NCc1cccnc1
    -6%	-1.5%	-25%	5%	-6%	-8%	i	?	i	-1%	-3%
Cn1nc(-c2ccc(Cl)cc2)c2cc(C(=O)N3CCN(C(=O)c4ccco4)CC3)sc21
    -5%	0.3%	17%	0%	-5%[2.3 µM]	246%	/	?	/	-4%	4%
CCOC(=O)N/C(N)=N/c1nc2ccccc2s1
    -3%[11.4 µM]	0.7%[0.0738 µM]	?	14%[11.4 µM]	-5%[11 µM]	-2%[11.4 µM]	/	?	/	3%[11.4 µM]	13µM*
CCN1C(=O)/C(=C/N(C)c2ccccc2)OC1=S
    0%	-0.3%	-6%	-9%	3%	17%	i	14%	i	7.9µM*	-5%
Cc1cc(C(=O)NCc2ccccc2)no1
    -3%	-1.9%	4%	-10%	-17%	0%	i	-5%	i	-2%	2%
Cc1cc(C)c2cc(CN(Cc3nnnn3C3CCCCC3)CC3CCCO3)c(=O)[nH]c2c1 (stereo not given)
    -6%	0.5%[57.5 µM]	8%	-4%	-2%	-10%	i	-8%	?	4%	-2%
COc1cc(OC)cc(-c2nc(-c3ccccc3OC)no2)c1
    -6%	-0.6%	3%	7%	-1%	-16%	i	17%	?	15%	-7%
COc1ccc(-n2ccnc2SCC(=O)NCc2ccc3c(c2)OCO3)cc1
    4%	-1.1%	26%	1%	-9%	-7%	i	-7%	i	19%	1%
O=C(Nc1ccccc1C(=O)N1CCCCC1)c1cccc(S(=O)(=O)N2CCOCC2)c1
    0%	-3.0%	8%	4%	-1%	7%	i	12%	i	8%	-1%
c1ccc(-n2nnnc2SCc2cn3cccnc3n2)cc1
    0%	-2.4%	15%	25µM*	?	5%	i	?	i	20%	-1%
CCOC(=O)c1ccc(NC(=O)CCNc2c(N3CCCC3)c(=O)c2=O)cc1
    -4%	0.2%	11%	3%	-1%	6%	i	-17%	?	4%	0%
CCOC(=O)N1CCN(c2c(NCc3ccccn3)c(=O)c2=O)CC1
    2%	-0.9%	-16%	-1%	-3%[2.3 µM]	-3%	/	0%	/	2%	3%
COc1ccccc1C1N(c2cc(Cl)ccc2OC)C(=O)C2CCCN21 (stereo not given)
    1%	1.7%	16%	3%	?	3%	/	-1%	/	-7%	0%
COC(=O)N1CCC2(CCCN(c3ccncc3)C2)CC1
    -3%	-1.2%	17%	13%	?	20%	i	3%	i	1%	-1%[11.4 µM]
C=CCSc1nc2c(c(=O)[nH]c(=O)n2C)n1C(C)C
    -5%	/	-6%	?	-1%	-2%	i	10µM*	i	-3%	1%
CCSc1nc(-c2ccccc2)c(C#N)c(=O)[nH]1
    -6%	1.9%	-10%	-8%	-4%	-3%	i	?	?	-4%	0%
O=C(NCc1cccs1)c1noc2c1CCCCC2
    -2%	1.1%	6%	-6%	3%	0%	i	-1%	i	6%	2%
COc1cccc(C2Nc3ccccc3C(=O)N2O)c1O (stereo not given)
    0%	1.2%	22%	-9%	-8%	-11%	i	?	i	-20%	-1%
CCOC(=O)Cc1csc(NC(=O)CN(C)S(=O)(=O)c2cccc3cccnc23)n1
    -2%	0.6%	3%	-1%	-1%[2.3 µM]	10%	/	-7%	/	-1%	3%

# Complete entries, quoted from the list. Values in the order: Pol III holo inh, HBB splice mod, ERK AVP inh, HADH2 inhib, Hsp90 Hop PPI, Tau filament bind, Rhodamine autofl, CRE Fsk mod, Texas Red fluor, 15-hLO inh, Luciferase inh
# Listed for O=C(CCCC(=O)N(CC(=O)NC1CCCC1)Cc1ccc(F)cc1)Nc1ccccn1 : 5%, -1.4%, 4%, 3%, 0%, 7%, i, -19%, i, 11%, 1%
# Listed for COc1ccc(-n2ccnc2SCC(=O)NCc2ccc3c(c2)OCO3)cc1 : 4%, -1.1%, 26%, 1%, -9%, -7%, i, -7%, i, 19%, 1%

# Next part.
# Screens in order – Pol III holo inh	HBB splice mod	ERK AVP inh	HADH2 inhib	Hsp90 Hop PPI	Tau filament bind	Rhodamine autofl	CRE Fsk mod	Texas Red fluor	15-hLO inh	Luciferase inh
O=C(CN1CCOCC1)Nc1ccc(Br)cn1
    -8%	-0.7%	9%	2%	3%	2%	i	-1%	i	2%	-1%
OC(COCc1ccco1)CN1CCN(C(c2ccccc2)c2ccccc2)CC1 (stereo not given)
    -4%	0.1%[57.5 µM]	4%	1%	-6%	-6%	i	?	i	2%	-6%
c1cncc(-c2nc3c4ccccc4nc(N4CCC(N5CCCCC5)CC4)n3n2)c1
    -16%	-0.7%	-20%	13%	4%	36%	i	24%	i	-4%	3%
CN1CCN(/C=C2\SC(=S)NC2=O)CC1
    4%	-1.8%[57.5 µM]	-7%	-29%	-3%	9%	i	23%	i	-14%	-2%

# Screens from PubChem BioAssay.

# These rows are one share of the data (hit frequency here may not be typical).
